# Source: PubChem BioAssay (Sanford-Burnham Center for Chemical Genomics)
# SENP1 inh = inhibitors of human SENP1 SUMO protease catalytic domain | Q9P0U3 | recombinant SENP1 catalytic domain, CyPet-SUMO1-YPet FRET cleavage | inhibition, % at 10 µM | 360,000 tested, 0.21% active | AID 624204;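 active means inhibition at least 30% at 10 µM, raw YFP signal under a set limit, fluorescence ratio 0.5 to 1.5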;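 further: 0% = enzyme with DMSO and 100% = no enzyme wells; some results filed as inactive read as strong as hits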
#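 Material: hSENP1 catalytic domain, recombinant; medium: Tris pH 8 with BME, BSA, NP40 and catalase; compound: single concentration of 10 µM compound, 0.5% DMSO final; technique: FRET read of cyan and yellow fluorescence; timing: 50 min enzyme reaction, room temperature, light-protected; reagent: SFCypet-SUMO1-SFYpet substrate at 25 nM; control set: no-enzyme low, enzyme-DMSO high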
# SENP6 inh = inhibitors of human SENP6 protease; 330,000 tested, 1.8% active; Recombinant SENP6 catalytic domain, aminoluciferin luminescence; AID 2599; Q9GZR1; inhibition, % at 10 µM;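 active means inhibition above about 50% at the single tested dose, limit read from the data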;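 further: plate controls were DMSO wells with enzyme for no effect and DMSO wells lacking enzyme for full effect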
# SENP8 block-1 = blocks the human protease SENP8; inhibition, % at 10 µM; Q96LD8; purified SENP8, Z-RLRGG-aminoluciferin cleavage, luminescence; AID 2540; 330,000 tested, 1.2% active; in the data active means inhibition above about 50%
# Target sequence (Q96LD8 whole entry, looked up): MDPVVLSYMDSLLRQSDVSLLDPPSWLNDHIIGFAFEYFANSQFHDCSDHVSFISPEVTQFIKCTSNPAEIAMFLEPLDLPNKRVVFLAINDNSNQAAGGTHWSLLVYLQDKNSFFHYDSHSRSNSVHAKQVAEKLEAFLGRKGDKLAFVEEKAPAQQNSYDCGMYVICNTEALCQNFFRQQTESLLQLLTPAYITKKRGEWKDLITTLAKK
# Apaf-1 inh = inhibitors of human Apaf-1 apoptosome; O14727; 330,000 tested, 0.71% active; AID 489030; inhibition, % at 20 µM; reconstituted apoptosome caspase-3 activity, DEVD-Rh110 fluorescence; active means inhibition of at least 40% at 20 µM;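 further: plate controls were DMSO wells for no effect and DEVD-CHO caspase inhibitor wells for full effect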
#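 Medium: Hepes buffer, pH 7.5 / System: biochemical Apaf-1 apoptosome reconstitution / Measured by: Rh110 fluorescence, excitation 480 nm, emission 540 nm / Times: compound with Apaf-1, dATP, procaspase-3 30 min, then 50 min reaction, room temperature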
# SENP8 block-2 = SENP8 (human) protease inhibition; Q96LD8; recombinant SENP8, Nedd8 substrate fluorescence; inhibition, % at 20 µM; 360,000 tested, 0.64% active; AID 602440; in the data active means inhibition mostly above about 40%, no sharp cut-off; inactive means mostly below about 27%
# A3G deaminase = inhibitors of human APOBEC3G DNA deaminase. inhibition, % at 20 µM. 330,000 tested, 0.28% active. AID 493012. recombinant A3G, ssDNA deamination FAM/TAMRA fluorescence;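 active means inhibition of at least 40% at 20 µM, with no more than 30% in the related APOBEC3A deaminase screen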;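 further: plate controls were DMSO wells with A3G for no effect and wells lacking A3G enzyme for full effect; some compounds called inactive have numbers as strong as hits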
# UBC13 polyUb = inhibitors of human UBC13 polyubiquitin chain formation. P61088. TR-FRET. inhibition, % at 20 µM. 330,000 tested, 0.47% active. AID 485273; in the data active means inhibition above about 45%, passing the limit was not always enough
# Target sequence (P61088 whole entry, looked up): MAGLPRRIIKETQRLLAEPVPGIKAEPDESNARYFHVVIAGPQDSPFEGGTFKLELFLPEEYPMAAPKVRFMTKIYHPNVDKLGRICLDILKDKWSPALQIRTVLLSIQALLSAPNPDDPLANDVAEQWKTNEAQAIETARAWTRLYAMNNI
# SENP7 block = inhibitors of human SENP7 protease | Q9BQF6 | recombinant SENP7, Z-RLRGG-aminoluciferin luminescence, 40 min | inhibition, % at 5 µM | 330,000 tested, 1.5% active;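 active means inhibition above about 50% at the single test dose, limit read from the data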;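 further: plate controls were DMSO with enzyme for no effect and no enzyme buffer wells for full effect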
# Target sequence (Q9BQF6 706-1050 limits assumed): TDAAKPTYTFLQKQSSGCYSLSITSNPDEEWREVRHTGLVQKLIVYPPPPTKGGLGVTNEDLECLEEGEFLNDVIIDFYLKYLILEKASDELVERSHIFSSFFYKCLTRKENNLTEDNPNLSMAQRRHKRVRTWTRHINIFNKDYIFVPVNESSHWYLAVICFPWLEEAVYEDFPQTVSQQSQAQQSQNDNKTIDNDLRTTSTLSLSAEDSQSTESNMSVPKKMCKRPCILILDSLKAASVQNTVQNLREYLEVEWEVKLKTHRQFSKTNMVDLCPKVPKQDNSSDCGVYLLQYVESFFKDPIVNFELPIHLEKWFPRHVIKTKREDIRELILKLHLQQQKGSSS
# Active calls of the source: *; x = no result given.
mol,Apaf-1 inh,SENP7 block,SENP6 inh,SENP1 inh,UBC13 polyUb,SENP8 block-2,A3G deaminase,SENP8 block-1
CC(C)CCNc1nc(N)c([N+](=O)[O-])c(NCC2CCCO2)n1 (stereo unspecified),9,0,-10,1,13,28,-4,3
CCN(CC)S(=O)(=O)c1ccc(-c2nnc(SCC(=O)N3c4ccccc4CC3C)o2)cc1 (stereo unspecified),10,8,1,2,0,12,3,2
COc1ccc(NC(=S)N(CCCN2CCN(C)CC2)Cc2cccs2)cc1,0,-1,-19,1,9,11,-2,-2
O=c1[nH][nH]cc1C=Nc1cc(Cl)ccc1O,-11,5,-10,9,-16,14,-9,1
O=C(Nc1ccc(F)cc1)C1CC2CCC1C2 (stereo unspecified),1,6,-6,2,2,17,-6,-8
O=C(COC(=O)CCOc1ccccc1)NCCc1ccccc1,3,-1,-14,4,-4,12,-4,-3
COc1cc(C(=O)OCC(=O)c2c[nH]c3ccccc23)ccc1OCC(=O)N1CCOCC1,16,-5,-6,-4,-6,-9,-3,2
O=C(c1ccccc1)n1nc(-c2ccccc2)nc1NCc1ccco1,11,0,1,5,5,5,-6,-7
O=C(O)c1ccc2c(c1)C(=O)N(N1C(=O)c3ccccc3C1=O)C2=O,-12,-2,-17,1,-18,-7,-1,-14
C/C(=N\NC(=O)COc1ccc(C)cc1Br)c1cc([N+](=O)[O-])cs1,4,5,-15,-1,-8,33,0,1
O=C(Nc1nnc(-c2ccc(Cl)cc2)o1)C1=COCCO1,2,2,2,1,-20,-7,-1,-2
COc1ccc(/C=C(\C#N)c2n[nH]c(Cn3cncn3)n2)cc1,10,7,3,-1,-3,-17,1,4
CCc1cccc(OCCOC(=O)CNS(=O)(=O)c2ccc(NC(C)=O)cc2)c1,10,2,-13,2,-10,10,9,-1
COC(=O)c1ccccc1N(C)S(=O)(=O)c1cc2c(cc1C)OCC(=O)N2,5,6,14,1,3,3,-4,16
COc1ccc(C2CC(=O)c3c(C)nc(N4CCN(c5ccccc5)CC4)nc3C2)cc1 (stereo unspecified),-1,-2,-28,0,15,-8,-2,-5
COc1ccc(NC(=O)NNC(=O)C(C)Oc2ccc3ccccc3c2)cc1OC (stereo unspecified),2,1,1,0,4,4,-5,-1
CCN(CC)S(=O)(=O)c1ccc(=O)n(CC(=O)N2Cc3ccccc3CC2C(N)=O)c1 (stereo unspecified),9,1,-10,1,-4,4,-8,-3
CCOC(=O)COc1ccccc1C1Nc2ccccc2C(=O)N1c1cccc(Cl)c1 (stereo unspecified),-11,0,-5,-3,20,-269,-4,-4
CCOC(=O)C1=C(c2ccccc2)N=C2SCC(=O)N2C1c1ccc(O)c(OC)c1 (stereo unspecified),10,-15,-40,-6,-7,19,-7,-6
Cc1onc(-c2c(Cl)cccc2Cl)c1C(=O)NC(=S)Nc1sc2c(c1C(N)=O)CCC(C)C2 (stereo unspecified),6,-5,-8,-23,4,16,-7,-2
Cc1ccc(C(=O)c2c[nH]c(C(=O)NCCCN3CCOCC3)c2)cc1,2,-9,-2,1,-7,12,-10,-6
CCOP(=O)(OCC)c1nc(-c2ccc(Cl)cc2)oc1NCc1ccccc1,22,-1,-21,3,19,-421,-7,-4
CCOc1cc(/C=C2\SC(N3CCCCC3)=NC2=O)ccc1O,4,-1,-3,57*,-9,-102,-6,5
COc1ccc(NC(=O)CCN2CCN(S(=O)(=O)c3cc(Cl)ccc3Cl)CC2)cc1,-11,4,-2,0,-4,10,-2,-1
Nc1cc(N)cc(-c2nc3ccccc3o2)c1,5,5,8,-14,-16,-410,-2,3
CCOC(=O)c1c(C)[nH]c(C2=NNC(=NC3CC3)SC2)c1C,3,-3,-1,-4,77*,-33,-4,-3
O=S(=O)(NC1CCCCC1)c1ccc(Cl)s1,-2,-13,-5,0,-4,10,5,-6
Cc1ccc(C)c(C(=O)CN2Cc3ccccc3C2=O)c1,-16,1,-4,5,-2,7,-6,3
Cn1c(=O)oc2cc(S(=O)(=O)NCCC(=O)NCCc3ccc(Cl)cc3)ccc21,-4,-8,-14,-6,0,3,-6,-2
Cc1cc(C)c(C(N)=O)c(Cl)n1,-6,-8,-8,-8,10,6,-9,-1
CN(C(=O)CSc1nncc2ccccc12)c1ccccc1,-6,-3,5,2,7,28,-7,-2
c1ccc(SCCOCCN2CCc3ccccc3C2)cc1,4,-4,0,1,-15,14,-7,-14
CCCCn1c(=O)c2c(O)cc(=O)oc2c2ccccc21,21,-3,-9,-9,-8,-63,0,-7
COc1ccc(C(C)NC(=O)C2CCCC2)cc1 (stereo unspecified),-17,1,7,-1,1,11,-3,2
COC(C[C@H](O)C[C@@H](O)COCc1ccccc1)OC,-2,-8,-22,1,6,5,-6,-7
O=c1c2ccc([N+](=O)[O-])cc2ncn1CCOc1ccc(Cl)cc1,10,6,14,-46,2,-55,-4,2
Cc1ccccc1NC(=O)COC(=O)c1c(-c2ccccc2)noc1C,-5,6,17,0,7,21,-2,7
CC(C)CCc1noc(CN(C)CCC2CCOCC2)n1,-1,8,5,0,-6,11,-1,-4
COc1ccc(NC(=O)CNS(=O)(=O)c2cccs2)c(OC)c1,-3,-4,8,6,9,11,0,-2
Cc1cc(OC(=O)c2ccccc2Br)cc(=O)n1C,-14,3,-5,2,5,20,-5,-5
O=C(O)CC(c1cccc2ccccc12)n1cccc1 (stereo unspecified),-1,4,6,-1,3,20,5,4
CCCCOc1ccc(CC2CCC(=O)NC2=O)cc1 (stereo unspecified),17,-8,-22,2,-1,6,-4,-9
COC(=O)CCC(=O)OC1(C)C(=O)C=C2C=C(C3CC3)N(Cc3ccco3)C=C2C1=O (stereo unspecified),25,5,21,-41,-31,-191,0,10
COc1cc2c(cc1OC)C(c1cccc([N+](=O)[O-])c1)=NCC2,-6,-4,-2,2,2,11,-8,12
Cc1ccc(C(C)C)cc1OCC(=O)N/N=C/c1ccc2c(c1)OCCO2,6,-2,3,3,10,8,-3,4
CCN(C(=O)COC(=O)c1cnc(C)cn1)C1CCCCC1,-14,6,9,0,-5,40*,-3,4
CCOC(=O)/C=C1\SCC(=O)N1CC(=O)NC(C)c1ccccc1 (stereo unspecified),-1,7,-6,-8,-6,14,2,4
O=S(=O)(c1cccc(-c2nnc(SCc3nc4ccccc4s3)o2)c1)N1CCOCC1,23,10,12,-42,-6,-119,-3,8
CC(=O)Nc1cccc2c1C(=O)N(c1ccccc1OC(C)=O)C2=O,1,-9,-10,1,-5,-1,-7,0
c1coc(-c2nc3c4c5c(sc4ncn3n2)CCCC5)c1,11,7,22,0,-3,-34,-2,0
O=C(Nc1ccc2oc(-c3ccc(Cl)c(Cl)c3)nc2c1)c1ncn[nH]1,-9,-2,-10,1,14,-488,-1,-7
Cc1ccc(S(=O)(=O)N2[C@@H](c3ccc(Br)cc3)C(C(=O)O)=CC[C@H]2c2cccc(Cl)c2)cc1,14,-10,12,2,-23,6,-4,-1
COc1ccc(N/C(=C(/C(Cl)=C(Cl)Cl)[N+](=O)[O-])n2nnc3ccccc32)cc1,-22,2,-10,x,-2,x,11,-5
